IkB sig inh – IkB pathway inhibition in ABC-DLBCL cells. ABC-DLBCL IkBa-CBG/CBR dual luciferase ratio, 4 h; response scale: scaled: untreated 0%, proteasome inhibitor 100%. Potency, µM (titrated, usually from 57.1 µM), for inactives: top-dose IkBa stabilization activation. 110,000 tested, 0.04% active; active means well fitted curve in the direction sought with a large enough effect in the signal ratio, not every such curve was filed as active; inconclusive means small, poorly fitted or top-dose-only effect, or a change in a side signal; the % refers to the signal ratio;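 further: the direction sought is a rising ratio; 0% = basal untreated cells and 100% = reference inhibitor full response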
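In this assay, an IκBα–CBG68 fusion accumulates when IKK-driven degradation is blocked; native CBR normalizes for cell number. OCI-Ly3 cells were treated 4 h with compound and doxycycline, then green and red light read after Chroma-Glo addition.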
p53ts 32C tox – p53ts cell cytotoxicity, permissive temperature; H1299-p53A138V at 32C, ATP luminescence viability, 24 h; Potency, µM (doses to about 46.1 µM), for the others: at the highest dose activity change, negative = cytotoxicity, actives largely listed as cytotoxic; 130,000 tested, 0.93% active; AID 924;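 further: 0% = DMSO and -100% = full killing by reference compound; nearly all actives have a fitted effect of over 55% in size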
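Viability by ATPlite luminescence after 24 h compound treatment (up to 46 uM) at the permissive 32C. Cells are H1299 carrying p53 A138V. Scale runs from DMSO basal to 100 uM tamoxifen as full kill; AC50 from Hill fits.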
Peg3 imprint – genomic imprint erasure induction; mouse ES Peg3-LacZ reporter, beta-gal luminescence, 40 h; 110,000 tested, 0.02% active; Potency, µM (titrated, usually from 60.7 µM), without a hit: top-dose activity change, positive = activation, usual class: activators;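 further: 0% = negative control wells on the plate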
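Readout: BetaGlo luminescence (5 min, room temp) for LacZ from the normally silent maternal Peg3 allele in female Peg3LacZ-Neo ES cells. Cells 300/well, 40 h, 37C, 5% CO2. Data normalized per plate to negative controls.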
p53ts 39C kill – p53ts cell cytotoxicity, nonpermissive temperature; H1299-p53A138V viability at 39C, ATP luminescence, 24 h; Potency, µM (doses to about 46.1 µM), without a hit: top-dose activity change, negative = cell killing, usual class: cytotoxic; 130,000 tested, 1.5% active; further: nearly all actives have a fitted effect of over 55% in size
The depositor's hits bear a star; ? = inconclusive; nt = no result given; & = joins results of further samples; [ ] = another dose, or the depositor's remark. Unless noted, the call rests on the fitted dose curve; in most records, active means well fitted curve in the direction sought with a large enough effect; inconclusive means small, poorly fitted or top-dose-only effect, or another doubt; inactive means no such curve, though single readings can be large; an effect the other way counts as inactive or inconclusive. Unless noted, on the % scale 0 is the no-effect control and ±100 the full control effect; potency means the concentration at half of the fitted maximal effect.

SMILES	IkB sig inh	p53ts 32C tox	Peg3 imprint	p53ts 39C kill
CCOC(=O)Cc1csc(NC(NC(=O)CC)(C(F)(F)F)C(F)(F)F)n1	0.6%	-1%	-2%	5%
COc1ccc2cc3cc(C(=O)NCCc4ccc(OC)c(OC)c4)oc3nc2c1	?	-27%	-15%	-25%
Cc1ccc(S(=O)(=O)Nc2nc3n(n2)C(c2ccccc2Cl)C=C(c2ccccc2)N3)cc1 (stereo not drawn)	-0.1%	-7%	-3%[10.9 µM]	4%
CCOc1ccccc1NC(=O)C(C)Sc1nc(-c2ccccc2)c(C#N)c(=O)[nH]1 (stereo not drawn)	?	4%	-8%[10.9 µM]	32%[activator]
Cn1c2c(c(=O)n(C)c1=O)C(c1cccc(Br)c1)C1C(=O)c3ccccc3C1=N2 (stereo not drawn)	3.1%	-7%	0%	-1%
O=C(Nc1ccc(-c2nc3ncccc3o2)cc1)c1ccco1	2.9%	-18%	1%	-13%
COc1c(N2CCNC(C)C2)c(F)cc2c(=O)c(C(=O)O)cn(C3CC3)c12 (stereo not drawn)	-1.0%	4%&-6%	0%&-15%	8%&5%
CCn1c(SCc2ccccc2)nnc1-c1nonc1NC(C)=O	-0.8%	-3%	-11%[10.9 µM]	-6%
COc1ccc(C(=O)CSc2nnc(-c3cccnc3)n2Cc2ccco2)cc1	-0.4%	2%	-11%	10%
COc1ccc(-c2noc(COc3cc(C)c(Br)c(C)c3)n2)cc1OC	-3.6%	0%	4%[10.9 µM]	-4%

Single records, as listed above. Order of screens: IkB sig inh, p53ts 32C tox, Peg3 imprint, p53ts 39C kill
CCn1c(SCc2ccccc2)nnc1-c1nonc1NC(C)=O reads -0.8%, -3%, -11%[10.9 µM], -6%
Cn1c2c(c(=O)n(C)c1=O)C(c1cccc(Br)c1)C1C(=O)c3ccccc3C1=N2 (stereo not drawn) reads 3.1%, -7%, 0%, -1%

Later entries
SMILES	IkB sig inh	p53ts 32C tox	Peg3 imprint	p53ts 39C kill
O=c1c(CCc2ccccc2)nc2cnc(Oc3ccccc3)nc2n1C1CC1	0.9%[11.4 µM]	9%	-15%	11%
Cc1ccc(S(=O)(=O)Nc2ccccc2CNc2c(C)n(C)n(-c3ccccc3)c2=O)cc1	1.4%	7%	-17%	-6%
CCC1=C(OC(=O)N(CC)CC)N2C(=O)OC(=NCC3CC3)[C@]2(C)[C@H]2C1=CC[C@H]1C(=O)N(CC(=O)OC)C(=O)[C@H]12	nt	4%	-2%	2%
O=C(N1CCCC1)C12CC3CC(CC(C3)C1)C2	nt	-6%	nt	-7%
CCc1cccc(NC(=O)C2CCCN2S(=O)(=O)c2ccc3c(c2)n(C)c(=O)c(=O)n3C)c1 (stereo not drawn)	2.6%	0%	-11%[10.9 µM]	-19%
Cc1ccc(N(CC(=O)NCc2ccco2)S(=O)(=O)c2ccccc2)cc1	4.8%	24%	-11%	-1%
CCn1ncc(CNC(=O)CCCSc2nc(-c3ccco3)cc(C(F)(F)F)n2)c1C	nt	-5%	nt	22%
COc1cccc(CNn2cnnc2)c1OCc1ccccc1F	-2.5%	10%	-5%	5%
COc1ccc(CCNC(=O)C(C)n2nc(C)c3sc4ccccc4c3c2=O)c(OC)c1 (stereo not drawn)	?	?	-21%[10.9 µM]	13µM*
Cc1ccc(S(=O)(=O)NC2CCOC(C)(C)C2)cc1 (stereo not drawn)	0.2%	2%	17%	10%
COc1ccc(-c2nc(CS(=O)CC(=O)NCCc3ccccc3)c(C)o2)cc1OC (stereo not drawn)	-1.5%	7%	-8%[10.9 µM]	-10%
CCc1ccc(NC(=O)C2(c3cccs3)CCOCC2)cc1	-3.0%	-2%	18%[10.9 µM]	38%[activator]
O=C(Nc1ccc2c(c1)OCO2)c1cc(-c2ccc(Br)cc2)on1	11%	8%	-8%[10.9 µM]	10%
CCN(CC)C(=O)CSc1nc2ncc(Br)cc2[nH]1	-1.8%	1%	-3%	4%
O=C(NCc1ccccc1Cl)C1CCCN(C(=O)c2cnn(-c3ccc(F)cc3)c2-n2cccc2)C1 (stereo not drawn)	1.4%	0%	-7%[10.9 µM]	-17%
CCOc1ccc(N2CC(C(=O)OC)CC2=O)cc1 (stereo not drawn)	-5.6%	3%	-6%	6%
Cc1c(NC(=O)C(C)OC(=O)C(NC(=O)c2ccco2)C(C)C)c(=O)n(-c2ccccc2)n1C (stereo not drawn)	-0.3%	-10%	-1%	0%
COc1cc(NC(=O)c2cc3ccccn3n2)cc(OC)c1OC	3.7%	-7%	15%[10.9 µM]	-16%
COC(=O)Cc1c(C)nc2nc[nH]n2c1=O	4.9%	5%	-2%	0%
O=C(NCc1ccc2c(c1)OCO2)c1nnc(Cc2ccc(F)cc2)o1	2.3%	7%	-4%	5%

9 entries already listed, sorted by number of heavy atoms, largest number first.
SMILES	IkB sig inh	p53ts 32C tox	Peg3 imprint	p53ts 39C kill
O=C(NCc1ccccc1Cl)C1CCCN(C(=O)c2cnn(-c3ccc(F)cc3)c2-n2cccc2)C1 (stereo not drawn)	1.4%	0%	-7%[10.9 µM]	-17%
Cc1c(NC(=O)C(C)OC(=O)C(NC(=O)c2ccco2)C(C)C)c(=O)n(-c2ccccc2)n1C (stereo not drawn)	-0.3%	-10%	-1%	0%
COc1ccc(CCNC(=O)C(C)n2nc(C)c3sc4ccccc4c3c2=O)c(OC)c1 (stereo not drawn)	?	?	-21%[10.9 µM]	13µM*
COc1ccc(-c2nc(CS(=O)CC(=O)NCCc3ccccc3)c(C)o2)cc1OC (stereo not drawn)	-1.5%	7%	-8%[10.9 µM]	-10%
O=C(NCc1ccc2c(c1)OCO2)c1nnc(Cc2ccc(F)cc2)o1	2.3%	7%	-4%	5%
O=C(Nc1ccc2c(c1)OCO2)c1cc(-c2ccc(Br)cc2)on1	11%	8%	-8%[10.9 µM]	10%
CCc1ccc(NC(=O)C2(c3cccs3)CCOCC2)cc1	-3.0%	-2%	18%[10.9 µM]	38%[activator]
CCN(CC)C(=O)CSc1nc2ncc(Br)cc2[nH]1	-1.8%	1%	-3%	4%
COC(=O)Cc1c(C)nc2nc[nH]n2c1=O	4.9%	5%	-2%	0%

(list continues)
SMILES	IkB sig inh	p53ts 32C tox	Peg3 imprint	p53ts 39C kill
CCOc1ccc(C2C(C(=O)Nc3ccccc3C)=C(C)Nc3nnnn32)cc1 (stereo not drawn)	-0.7%	4%	-5%[10.9 µM]	-5%
Cc1cc(NC(=O)Nc2cccs2)no1	-0.9%	-4%	-24%	-19%
CCOc1ccc(C(=O)OCc2nnc(-c3cccs3)o2)cc1OC	-1.8%	-2%	-10%	-12%
CC(C(=O)Nc1cc(C(F)(F)F)ccc1Cl)n1nnc2sc3c(c2c1=O)CCCC3 (stereo not drawn)	?	10%	-11%[10.9 µM]	-16%
CCOc1ccc(CNC(=O)C2CCN(C(=O)N3CC(CC)Oc4ccc(C)cc43)CC2)cc1OC (stereo not drawn)	?	7%	-12%[10.9 µM]	-18%
N#Cc1ccccc1-c1ccc2ncnc(NC3CC3)c2c1	0.4%[11.4 µM]	3%	-19%	-9%
Cc1cc(C)n(CNc2nc(C(F)(F)F)cs2)n1	0.2%	-6%	-5%	0%
CC(C)c1ccc(C2c3c(-c4ccccc4O)n[nH]c3C(=O)N2Cc2ccncc2)cc1 (stereo not drawn)	?	9%	-10%[10.9 µM]	-22%
CCOC(=O)c1ccc(NC(=O)CC2Sc3ccc(C(F)(F)F)cc3NC2=O)cc1 (stereo not drawn)	?	-10%	-5%[10.9 µM]	-16%
CCCn1c(C)nc2c(N3CCN(C)CC3)nc(C)nc21	nt	1%	-12%	-4%
COc1ccc(C2C=C(c3ccccc3)Nc3nnnn32)cc1 (stereo not drawn)	-2.7%	0%	-27%	2%
CCN(CC)CCCCCOc1ccccc1OC	-0.2%	-4%	-8%	7%
Clc1cccc(-n2cc(-c3ccccc3)c3c(N4CCCCC4)ncnc32)c1	?	5%	-16%[10.9 µM]	-14%
CC(C)(C)NC(=O)C(c1ccncc1)N(Cc1cccs1)C(=O)Cn1nnc(-c2cccs2)n1 (stereo not drawn)	-0.8%	-10%	-7%	-12%
COC(=O)c1cc2occc2n1CC(=O)Nc1ccc(C)cc1Cl	-3.0%	3%	-10%[10.9 µM]	?
Cc1cc(NC(=O)CCC(=O)N(CC(=O)NCC2CCCO2)Cc2ccc(F)cc2)no1 (stereo not drawn)	nt	3%	nt	-2%
CCOC(=O)c1sc(N2C(=O)c3oc4ccc(F)cc4c(=O)c3C2c2ccc(O)cc2)nc1C (stereo not drawn)	2.5%	2%	-3%[10.9 µM]	5%
CCCCc1nn2c(=O)cc(COC(=O)c3cccc(OC)c3)nc2s1	?	-6%	-3%[10.9 µM]	-5%
CCOC(=O)N1CCN(C(=O)c2cnc(Nc3ccccc3OC)c3ccccc23)CC1	1.1%	6%	-18%	11%
Clc1ccc(CSCc2ccc(Cl)cc2Cl)c(Cl)c1	0.8%[11.4 µM]	2%[9.22 µM]	-2%[10.9 µM]	14%[9.22 µM]
Cc1nn(C)c(C)c1CNC(=O)c1cnn2c1NC(c1ccccc1)CC2C(F)(F)F (stereo not drawn)	0.4%	-4%	-14%	3%
COc1ccc(OC)c(CCNC(=O)c2c(C)nn(-c3ccc(F)cc3)c2-n2cccc2)c1	?	14%	12%[10.9 µM]	3%
CCCc1cc(=O)oc2cc(C)c3c(-c4ccccc4)c(C)oc3c12	-4.1%	-11%	-14%[10.9 µM]	-24%
CS(=O)(=O)N(CC(=O)N1CCCCCC1)c1ccc(Br)cc1	-1.2%	-2%	-9%	-6%
COc1ccc(N(C(=O)c2ccco2)C(C(=O)NC2CCCCC2)c2cccs2)cc1OC (stereo not drawn)	nt	1%	nt	6%
O=C(OCC(=O)N1CCc2ccccc21)c1ccc[n+]([O-])c1	-0.6%	-2%	0%	-1%
COc1ccc(CNC(=O)c2cnn3c(C)c(Cc4c(F)cccc4Cl)c(C)nc23)cc1	?	-11%	-17%[10.9 µM]	-25%
O=C(COc1ncnc2sccc12)N1CCc2ccccc2C1	0.4%	-8%	0%	-2%
COC(=O)Nc1ncc(CN2CCc3ccccc3C2)s1	-0.7%	14%	-16%	17%
CCCCOc1ccccc1C1CC(=O)Nc2cc(C)c(C)cc21 (stereo not drawn)	-0.3%	-16%	-14%[10.9 µM]	10µM*
CCOC(=O)C(NC(=O)Nc1ccc(F)cc1)(OCC)C(F)(F)F (stereo not drawn)	-2.0%	2%	-6%	8%
CCOC(=O)c1c(N)nn(C(=O)CC)c1-c1ccccc1	-0.6%	9%	25%	2%
CCCOC(=O)C1C2C=CC3(CN(c4cccc(Cl)c4)C(=O)C13)O2 (stereo not drawn)	-4.3%	-5%	-2%	-4%
O=C(NCC(=O)N(Cc1cccs1)C(C(=O)NC1CCCCC1)c1cccnc1)c1ccco1 (stereo not drawn)	nt	5%	nt	4%
Cc1ccc(N=C2CCCCCN2C)c(C#N)c1	nt	-27%	nt	-19%
C=C(Cl)COC(=O)[C@H]1C2C=CC(C2)C1C(=O)O (stereo partly drawn)	0.7%	-15%	-5%	-13%
COc1ccc(OC)c(CNC(=O)c2cc3c(=O)oc4ccc(C)cc4c3s2)c1	-0.9%	-5%	-14%[10.9 µM]	-13%
Cc1nn(C)c(C)c1N=Cc1c(O)ccc2ccccc12	1.9%	7%	-15%	10%
COc1ccc(-c2[nH]c(-c3ccc(OC)c(OC)c3)nc2SCC(=O)Nc2ccccc2)cc1	?	13%	-9%[10.9 µM]	-5%
COc1ccccc1CCNC(=O)C(=O)NCC(c1ccc2c(c1)OCO2)N1CCOCC1 (stereo not drawn)	2.8%	-4%	-15%[10.9 µM]	14%
CCOCCCNc1nc2c(S(=O)(=O)c3ccc(CC)cc3)nnn2c2ccc(Cl)cc12	0.6%	0%	6%[10.9 µM]	-26%
O=C(Cc1ccccc1)N1CCCC(c2nc(-c3cccs3)no2)C1 (stereo not drawn)	0.3%	-5%	-8%	-20%
CCc1nn(CC(=O)NCCCN(CC)Cc2ccccc2)c(=O)c2cc3sccc3n12	-1.3%	-11%	-9%	14%
O=C1c2ccccc2NC(c2cccc(F)c2)N1Cc1ccco1 (stereo not drawn)	0.5%	-4%	-11%	7%

Screening data: PubChem BioAssay, National Center for Advancing Translational Sciences (NCATS)
